Assay outcomes from PubChem.
M4 PAM: potentiates acetylcholine response at human M4 receptor | CHO-K1 hM4/Gqi5, Fluo-8 calcium fluorescence, ACh EC20; 0% = ACh EC20, 100% = maximal ACh | P08173 | activation, % at 3 µM | 360,000 compounds, 0.4% hits;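 active = activation above its plate's cutoff, the mean activation of sample wells plus 3 SD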; note: some results filed as inactive read as strong as hits
M1 ag parental: nonselective activator or artifact in parental CHO-K1 cells; Fluo-8 calcium fluorescence; scaled to maximal ATP response, vehicle zero; activation, % at 3 µM; 360,000 compounds, 0.48% hits; in the data active = activation above about 15%;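 note: untransfected CHO-K1 host cells lacking M1 receptor as counterscreen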
CHRM5 antagonist: CHRM5 antagonism in calcium assay. P08912. CHO-hM5 cells, Fluo-8 calcium fluorescence, ACh EC80. inhibition, % at 3 µM. 360,000 compounds, 0.59% hits;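 active = inhibition above a per-plate cutoff, the mean of that plate's test compounds plus 3 SD, cut at about 27% in these data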;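 note: 0% = acetylcholine EC80 with DMSO and 100% = DMSO without agonist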
Target sequence (P08912 whole entry, looked up): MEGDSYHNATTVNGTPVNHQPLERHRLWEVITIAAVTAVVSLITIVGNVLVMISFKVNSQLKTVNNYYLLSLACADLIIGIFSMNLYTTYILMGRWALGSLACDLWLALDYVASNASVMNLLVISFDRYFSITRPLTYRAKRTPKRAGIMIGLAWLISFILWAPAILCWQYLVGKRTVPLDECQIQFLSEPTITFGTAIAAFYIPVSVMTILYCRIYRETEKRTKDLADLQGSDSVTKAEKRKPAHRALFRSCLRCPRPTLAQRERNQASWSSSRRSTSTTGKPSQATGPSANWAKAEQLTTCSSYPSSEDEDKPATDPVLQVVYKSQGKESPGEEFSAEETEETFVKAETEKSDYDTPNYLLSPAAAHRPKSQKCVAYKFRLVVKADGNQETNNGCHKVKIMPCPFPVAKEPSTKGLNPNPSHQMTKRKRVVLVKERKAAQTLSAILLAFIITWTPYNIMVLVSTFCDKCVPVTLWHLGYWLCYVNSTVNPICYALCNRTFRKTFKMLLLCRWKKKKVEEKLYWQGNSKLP
CHRM4 antagonist: CHRM4 antagonism in calcium assay | 360,000 compounds, 0.73% hits | P08173 | CHO-hM4 cells, ACh EC80, Fluo-8 calcium fluorescence | inhibition, % at 3 µM;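 active = inhibition above its plate's cutoff, the mean inhibition of sample wells plus 3 SD, cut at about 27% in these data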;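 note: 0% = acetylcholine EC80 with DMSO and 100% = DMSO without agonist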
CHO-K1 Ca antag: M1 antagonist counterscreen hit in parental CHO-K1 cells; ATP-induced calcium, Fluo-8 fluorescence; inhibition, % at 3 µM; 360,000 compounds, 0.6% hits; AID 602250;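 active = inhibition above a per-plate cutoff, the plate's mean sample inhibition plus 3 SD, cut at about 24% in these data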;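 note: 0% = DMSO plus EC80 ATP and 100% = DMSO alone without ATP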
CHRM4 agonist: agonists of human muscarinic M4 receptor (CHRM4). P08173. CHO-K1 hM4/Gqi5, Fluo-8 calcium fluorescence; vehicle 0%, full acetylcholine response 100%. activation, % at 3 µM. 360,000 compounds, 0.14% hits. AID 624127;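 active = activation above the run mean over all test wells plus 3 SD, cut at about 32% in these data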;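 note: peak over basal fluorescence ratio per well then scaled between controls; 0% = DMSO wells and 100% = acetylcholine at EC100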
M1 PAM parental: nonselective activator or artifact in parental CHO-K1 calcium assay; ATP EC20, Fluo-8 calcium fluorescence; 0% at ATP EC20, 100% at ATP max; activation, % at 3 µM; 360,000 compounds, 0.02% hits;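 active = activation above the run cutoff, the mean activation of all test compounds plus 3 SD, cut at about 40% in these data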;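 note: peak over basal fluorescence ratio in a 140 s read after ATP addition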
M5 ag: agonists of human muscarinic M5 receptor (CHRM5); 360,000 compounds, 0.19% hits; P08912; AID 624037; activation, % at 3 µM; CHO-K1 hM5 cells, Fluo-8 calcium fluorescence; 0% DMSO wells, 100% maximal acetylcholine response;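 active = activation above the run's mean over test compounds plus 3 SD, cut at about 23% in these data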;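 note: signal is peak over basal fluorescence ratio across the kinetic read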
CHRM5 PAM: CHRM5 positive allosteric modulation; P08912; CHO-K1 hM5, Fluo-8 calcium, ACh EC20 PAM; 0% = ACh EC20, 100% = ACh EC100; activation, % at 3 µM; 360,000 compounds, 0.3% hits;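 active = activation above the run cutoff, the mean activation of all test compounds plus 3 SD, cut at about 18% in these data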
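Assay system: CHO-K1 hM5 cells / Incubation: Fluo-8 loading 80 min at 37 °C plus 30 min room temperature / Technique: Fluo-8 calcium dye fluorescence, kinetic read / Repeats: single replicate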
The depositor's hits bear a star.

Start of the listing, in advance, 11 compounds:
1: Cn1nc([N+](=O)[O-])nc1S(C)(=O)=O
2: COc1ccc(Cc2nnc3n2N=C(c2cc4ccccc4o2)CS3)cc1OC
3: C=CCSc1nc2c(cnn2-c2ccc(C)c(C)c2)c(=O)[nH]1
4: CC(C)N(Cc1nccn1C)C(=O)c1ccc(OC2CCN(C(=O)C3CC3)CC2)cc1
5: CCC(C)(C)NC(=O)CN(C(=O)c1snc(C(N)=O)c1N)c1ccc2c(c1)OCO2
6: CC(=O)c1ccc(Nc2cc(C)nc3nc(C)nn23)cc1
7: COC(=O)c1cc(S(=O)(=O)NCc2cc(OC)c(OC)c(OC)c2)cn1C
8: Cc1cc(Br)ccc1NC(=O)CN1C(=O)C2CC=CCC2C1=O (stereo unspecified)
9: O=c1cc(CN2CCCCCCC2)c2ccccc2o1
10: O=C(/C=C\c1ccco1)c1ccc(NC(=O)c2ccco2)cc1
11: COc1ccc(C(CNC(=O)c2ccc(N3CCCC3=O)cc2)N(C)C)cc1 (stereo unspecified)
assay / compound,1,2,3,4,5,6,7,8,9,10,11
M4 PAM,-4,-1,-3,-13,19,4,7,-3,-9,-6,7
CHRM4 antagonist,1,-5,-2,8,-11,-7,0,0,7,9,10
CHO-K1 Ca antag,4,-3,-9,6,8,-6,-16,-9,3,0,-5
M1 ag parental,-0.4,0.0,0.7,0.0,0.3,0.5,1.0,0.2,-0.2,1.2,7.0
CHRM5 antagonist,-3,-1,0,-1,-1,0,2,0,2,10,8
M1 PAM parental,-6,12,20,-13,-12,20,8,-6,-7,17,9
M5 ag,0,-2,1,1,6,1,-4,1,-5,1,-6
CHRM4 agonist,1,1,0,0,0,0,2,1,0,10,3
CHRM5 PAM,0,0,1,7,2,1,-1,5,-1,-8,-10

Main list, from the start:
1: Cn1nc([N+](=O)[O-])nc1S(C)(=O)=O
2: COc1ccc(Cc2nnc3n2N=C(c2cc4ccccc4o2)CS3)cc1OC
3: C=CCSc1nc2c(cnn2-c2ccc(C)c(C)c2)c(=O)[nH]1
4: CC(C)N(Cc1nccn1C)C(=O)c1ccc(OC2CCN(C(=O)C3CC3)CC2)cc1
5: CCC(C)(C)NC(=O)CN(C(=O)c1snc(C(N)=O)c1N)c1ccc2c(c1)OCO2
6: CC(=O)c1ccc(Nc2cc(C)nc3nc(C)nn23)cc1
7: COC(=O)c1cc(S(=O)(=O)NCc2cc(OC)c(OC)c(OC)c2)cn1C
8: Cc1cc(Br)ccc1NC(=O)CN1C(=O)C2CC=CCC2C1=O (stereo unspecified)
9: O=c1cc(CN2CCCCCCC2)c2ccccc2o1
10: O=C(/C=C\c1ccco1)c1ccc(NC(=O)c2ccco2)cc1
assay / compound,1,2,3,4,5,6,7,8,9,10
M4 PAM,-4,-1,-3,-13,19,4,7,-3,-9,-6
CHRM4 antagonist,1,-5,-2,8,-11,-7,0,0,7,9
CHO-K1 Ca antag,4,-3,-9,6,8,-6,-16,-9,3,0
M1 ag parental,-0.4,0.0,0.7,0.0,0.3,0.5,1.0,0.2,-0.2,1.2
CHRM5 antagonist,-3,-1,0,-1,-1,0,2,0,2,10
M1 PAM parental,-6,12,20,-13,-12,20,8,-6,-7,17
M5 ag,0,-2,1,1,6,1,-4,1,-5,1
CHRM4 agonist,1,1,0,0,0,0,2,1,0,10
CHRM5 PAM,0,0,1,7,2,1,-1,5,-1,-8

11: COc1ccc(C(CNC(=O)c2ccc(N3CCCC3=O)cc2)N(C)C)cc1 (stereo unspecified)
12: CCN1C(=O)c2cccc3c(S(=O)(=O)N4CCNCC4)ccc1c23
13: CCOC(=O)c1cc(S(=O)(=O)Nc2ccc(OC)cc2OC)cn1C
14: O=C(Nc1cc(S(=O)(=O)N2CCOCC2)ccc1N1CCOCC1)c1ccc(S(=O)(=O)N2CCCCC2)cc1
15: COc1ccc2[nH]c(=O)c(CN(Cc3cccs3)Cc3nnnn3Cc3ccccc3)cc2c1
16: COc1ccccc1NC(=O)NNC(=O)c1ccncc1
17: Cn1nnnc1SCC(=O)N1CCc2ccccc21
18: CCOC(=O)Cc1csc(NC(=O)c2cccc(OC)c2)n1
19: CCOc1ccc(C(=O)NNC(=O)C2CC(=O)N(c3ccc(C)cc3)C2)cc1 (stereo unspecified)
20: O=C(N/N=C\c1cc(Br)cs1)C1COc2ccccc2O1 (stereo unspecified)
assay / compound,11,12,13,14,15,16,17,18,19,20
M4 PAM,7,5,-7,-2,-10,5,1,-3,6,0
CHRM4 antagonist,10,-12,-4,5,5,-2,5,-3,-7,-11
CHO-K1 Ca antag,-5,19,2,-9,-9,-14,-12,0,18,-2
M1 ag parental,7.0,-0.5,4.5,0.2,1.8,0.9,1.6,0.4,-0.6,0.5
CHRM5 antagonist,8,-11,3,8,-2,16,5,4,-7,-7
M1 PAM parental,9,-20,-12,10,28,20,12,9,-27,4
M5 ag,-6,-1,1,3,2,-2,-3,-5,2,-8
CHRM4 agonist,3,1,7,0,5,1,1,3,-1,1
CHRM5 PAM,-10,9,-3,5,-6,1,3,-2,8,-7

21: CC(CC(=O)N(C)c1c(N)n(Cc2ccccc2)c(=O)[nH]c1=O)c1ccccc1 (stereo unspecified)
22: CCNC(=O)C1(C)CCN(C(=O)c2ccc3ccccc3c2)C1 (stereo unspecified)
23: OCc1ccccc1-c1nc(NCc2ccccc2)nc2ccsc12
24: Cc1ccc(N2C(=O)c3ccc(N)cc3C2=O)cc1C
25: CCc1cccc(C)c1NC(=O)C1CCN(c2nn3c(=O)cc(C)nc3s2)CC1
26: COc1ccc(NC(=O)N(C)C[C@H]2Oc3ccc(NC(=O)C4CC4)cc3C(=O)N([C@H](C)CO)C[C@@H]2C)cc1
27: Cc1ccc(C(=O)CNc2cc(C)ccc2C)cc1
28: Cc1[nH]n(-c2ccccc2)c(=O)c1C=Nc1ccc(S(=O)(=O)NC(N)=O)cc1
assay / compound,21,22,23,24,25,26,27,28
M4 PAM,0,4,6,0,2,14,5,12
CHRM4 antagonist,4,-3,-6,-3,-8,-10,6,-4
CHO-K1 Ca antag,14,-6,-3,-15,-19,-18,-12,-6
M1 ag parental,-0.1,0.6,1.1,0.8,1.1,0.9,1.0,-0.5
CHRM5 antagonist,10,5,8,2,-11,14,-7,3
M1 PAM parental,-26,23,-7,16,12,11,13,23
M5 ag,1,0,-1,0,-4,1,1,1
CHRM4 agonist,0,1,4,1,1,1,0,1
CHRM5 PAM,-3,0,-6,-4,3,0,8,8

Hits appear at their usual frequency; any-hit rate near 2.7%.
